# Screening results deposited in PubChem by Sanford-Burnham Center for Chemical Genomics.
# SENP7 inh: SENP7 protease inhibition | Q9BQF6 | recombinant SENP7, Z-RLRGG-aminoluciferin luminescence, 40 min | inhibition, % at 5 µM | 330,000 tested, 1.5% active | AID 434973;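 active means inhibition above about 50% at the single test dose, limit read from the data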;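 further: plate controls were DMSO with enzyme for no effect and no enzyme buffer wells for full effect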
# UBC13 polyUb: inhibitors of human UBC13 polyubiquitin chain formation; P61088; TR-FRET; inhibition, % at 20 µM; 330,000 tested, 0.47% active; AID 485273; in the data active means inhibition above about 45%, passing the limit was not always enough
# SENP8 block-1: blocks the human protease SENP8; AID 2540; 330,000 tested, 1.2% active; Q96LD8; purified SENP8, Z-RLRGG-aminoluciferin cleavage, luminescence; inhibition, % at 10 µM; in the data active means inhibition above about 50%
# MIN6 prolif: MIN6 beta-cell proliferation induction; MIN6 cells proliferation, ATPlite luminescence, 48 h; cells starved in 0.2% serum; 100% = growth in 10% serum; proliferation, % at 10 µM; 330,000 tested, 0.29% active; AID 2380;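 active means compounds whose signal lies at least 3.5 SD above the mean of all wells on their plate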;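 further: 0% = DMSO-treated cells in low-serum medium and 100% = 10% serum control; some compounds called inactive have numbers as strong as hits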
# HKDC1 inhibitor: HKDC1 (human) hexokinase inhibition; Q2TB90; recombinant HKDC1, G6PDH/diaphorase resazurin coupled fluorescence; inhibition, % at 20 µM; 340,000 tested, 0.16% active; AID 493160;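 active means inhibition above about 35% when tested at 20 µM, limit read from the data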;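 further: plate controls were DMSO wells with enzyme for no effect and DMSO wells lacking enzyme for full effect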
# Target sequence (Q2TB90 whole entry, looked up): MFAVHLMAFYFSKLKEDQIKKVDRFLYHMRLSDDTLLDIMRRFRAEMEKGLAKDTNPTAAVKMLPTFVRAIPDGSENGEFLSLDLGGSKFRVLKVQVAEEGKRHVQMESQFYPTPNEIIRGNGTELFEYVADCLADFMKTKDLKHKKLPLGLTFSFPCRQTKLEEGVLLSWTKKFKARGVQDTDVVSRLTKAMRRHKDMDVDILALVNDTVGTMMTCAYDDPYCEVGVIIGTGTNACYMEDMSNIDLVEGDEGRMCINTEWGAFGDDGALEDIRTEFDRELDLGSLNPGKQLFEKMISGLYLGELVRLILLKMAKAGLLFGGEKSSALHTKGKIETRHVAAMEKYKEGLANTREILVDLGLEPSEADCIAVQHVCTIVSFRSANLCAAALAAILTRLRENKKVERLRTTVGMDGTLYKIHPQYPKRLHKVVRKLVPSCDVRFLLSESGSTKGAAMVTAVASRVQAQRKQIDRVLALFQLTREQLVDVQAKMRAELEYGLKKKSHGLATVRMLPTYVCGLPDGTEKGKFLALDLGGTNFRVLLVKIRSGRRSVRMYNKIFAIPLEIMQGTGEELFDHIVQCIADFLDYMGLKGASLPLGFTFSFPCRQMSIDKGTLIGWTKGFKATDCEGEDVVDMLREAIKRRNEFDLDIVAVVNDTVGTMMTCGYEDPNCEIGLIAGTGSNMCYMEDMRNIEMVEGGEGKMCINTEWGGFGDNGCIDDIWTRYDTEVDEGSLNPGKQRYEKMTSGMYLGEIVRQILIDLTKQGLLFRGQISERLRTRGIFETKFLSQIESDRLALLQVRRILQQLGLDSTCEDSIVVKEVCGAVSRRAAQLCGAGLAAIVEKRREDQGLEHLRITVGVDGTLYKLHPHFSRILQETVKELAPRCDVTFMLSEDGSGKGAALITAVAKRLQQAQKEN
#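 Test system: HK5 enzyme. Quantity: 5 µg/mL HK5 final. Reagent: glucose and ATP substrates. Schedule: 90 min reaction incubation at room temperature, dark. Technique: resazurin-to-resorufin fluorescence via G6PDH and diaphorase coupling, 525/613 nm. Control set: DMSO wells with and without enzyme mix.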
# SENP1 inh: inhibitors of human SENP1 SUMO protease catalytic domain. recombinant SENP1 catalytic domain, CyPet-SUMO1-YPet FRET cleavage. inhibition, % at 10 µM. 360,000 tested, 0.21% active;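 active means inhibition at least 30% at 10 µM, raw YFP signal under a set limit, fluorescence ratio 0.5 to 1.5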;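 further: 0% = enzyme with DMSO and 100% = no enzyme wells; some results filed as inactive read as strong as hits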
#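 Test system: hSENP1 catalytic domain, recombinant; Amount: 20 pM final SENP1 enzyme; Medium: Tris pH 8 buffer plus EDTA, NaCl, BME, BSA, NP40, catalase; Schedule: 50 min enzyme reaction, room temperature, light-protected; Technique: FRET fluorescence in CFP and YFP emission channels; Controls: no-enzyme wells low, DMSO-plus-enzyme wells high control.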
# SENP6 block: inhibitors of human SENP6 protease; Q9GZR1; Recombinant SENP6 catalytic domain, aminoluciferin luminescence; inhibition, % at 10 µM; 330,000 tested, 1.8% active; AID 2599;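 active means inhibition above about 50% at the single tested dose, limit read from the data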;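 further: plate controls were DMSO wells with enzyme for no effect and DMSO wells lacking enzyme for full effect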
# PfG6PD inh: PfG6PD (Plasmodium falciparum) enzyme inhibition; PfGluPho enzyme, NADPH resazurin-diaphorase fluorescence; inhibition, % at 20 µM; 350,000 tested, 0.78% active; AID 504690;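 active means inhibition reaching at least a set limit at 20 µM in the primary screen, cut at about 59% in these data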;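 further: 0% = DMSO wells with substrate and 100% = DMSO wells lacking glucose-6-phosphate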
# SENP8 block-2: inhibitors of human SENP8 protease; Q96LD8; recombinant SENP8, Nedd8 substrate fluorescence; inhibition, % at 20 µM; 360,000 tested, 0.64% active; AID 602440; in the data active means inhibition mostly above about 40%, no sharp cut-off; inactive means mostly below about 27%
# Numbers without * were called inactive; i = inactive; x = not tested or not shown.
cpd	SMILES	UBC13 polyUb	SENP1 inh	SENP8 block-2	SENP6 block	MIN6 prolif	SENP8 block-1	HKDC1 inhibitor	SENP7 inh	PfG6PD inh
1	CC(NC(=O)CN1C(=O)NC2(CCCC2)C1=O)c1ccc2ccccc2c1 (stereo not given)	5	4	2	-4	4	7	-5	1	1
2	CSc1snc(SCC(N)=O)c1C#N	-4	0	9	-4	-2	2	-1	13	-1
3	CCCC(=O)Nc1cc(OC)c(OC)cc1C(=O)O	3	0	5	-9	-2	-5	-2	-5	7
4	CC1(C)Cc2nc(NCCCO)c(C#N)cc2CO1	15	-2	-431	-1	2	3	-5	7	9
5	CCOc1ccc(CN(C)C(=O)c2ccc(=O)[nH]c2)cc1	-3	0	8	-2	2	-4	-5	-7	-4
6	COc1ccc(CN(C)C(=O)C2CSC3(C)CCC(=O)N23)cc1 (stereo not given)	13	-2	14	-4	-3	-4	-4	8	3
7	O=c1c2ccccc2n(CC(O)CN2CCCCC2)c2ccccc12 (stereo not given)	-4	-35	-383	-18	0	-12	-2	-6	17
8	CC(=O)N1c2ccc(S(=O)(=O)N(C)CC(=O)NC3CCCCC3C)cc2CC1C (stereo not given)	1	2	-5	-8	3	-5	5	5	-3
9	CC1CN(CC(=O)NCc2ccc(F)cc2)CC(C)O1 (stereo not given)	8	1	8	10	1	3	-2	0	11
10	CN(Cc1ccccc1)c1cc(Cl)nc(N)n1	-2	-2	36	10	0	-5	-2	-8	-1
11	CC1(c2ccccc2)NC(=O)N(CC(=O)Nc2ccccc2N2CCCC2)C1=O (stereo not given)	-10	0	18	-5	0	2	-2	4	-15
12	CCOC(=O)N1CCN(CC(=O)N2c3ccccc3Sc3ccccc32)CC1	5	0	4	2	-2	-4	-1	-7	-11
13	Cc1ccc(-n2c(C)cc(C(=O)COC(=O)c3c(C)noc3C)c2C)cc1	10	1	16	68*	-6	45	1	52*	44
14	CC(=O)N1CCc2cc(S(=O)(=O)NC(C(=O)N3CCN(c4ccccc4F)CC3)C(C)C)ccc21 (stereo not given)	11	0	0	-10	-1	3	-5	3	0
15	O=C(Nc1ccncc1)c1cccc2ccccc12	-4	-1	6	0	-2	-6	11	0	-2
16	CC1CCN(S(=O)(=O)N2CCC(C(=O)NCc3ccc4c(c3)OCO4)CC2)CC1	-6	1	11	-8	0	-16	-14	-3	-9
17	O=C(Nc1cnc2ccccn2c1=O)c1ccc(Cl)cc1Cl	-2	1	-140	66*	-3	7	-6	69*	-2
18	O=C(COC(=O)c1ccc2c(c1)OCO2)NC1CCCCC1	-15	2	6	2	-2	-6	-7	-2	-1
19	COc1ccc(C(CNC(=O)C(CCSC)NC(=O)c2ccccc2OC)N2CCCCC2)cc1 (stereo not given)	12	-20	-20	-10	0	1	-5	-1	-9
20	Cc1onc(-c2ccccc2)c1C(=O)NNC(=S)NC(=O)/C=C/c1cccs1	-23	2	25	-10	-1	-11	-57	9	-44
21	COc1ccc(OC)c(CNC(=O)C2CCN(S(=O)(=O)N3CCC(C)CC3)CC2)c1	3	-1	4	9	-1	6	-6	2	-2
22	COc1cccc2cc(-c3cn4cccc(C)c4n3)c(=O)oc12	-6	-81	-363	-65	-2	-22	-3	3	9
23	COc1ccc(C(=O)Nc2ccc(N3CCCC3)cc2)cc1Br	-6	-3	28	64*	-2	60*	-2	1	-1
24	O=C(O)CCc1ccc(-c2cccs2)n1CC1CCCO1 (stereo not given)	-3	-126	-297	-1	0	2	-1	13	0
25	CCCCOc1ccc(C(=O)OC2CC(C)N(C)CC2C)cc1 (stereo not given)	10	-1	15	-1	-6	-7	-3	13	-7

# A draw from above in order of heavy-atom count, smallest number first:
cpd	SMILES	UBC13 polyUb	SENP1 inh	SENP8 block-2	SENP6 block	MIN6 prolif	SENP8 block-1	HKDC1 inhibitor	SENP7 inh	PfG6PD inh
2	CSc1snc(SCC(N)=O)c1C#N	-4	0	9	-4	-2	2	-1	13	-1
10	CN(Cc1ccccc1)c1cc(Cl)nc(N)n1	-2	-2	36	10	0	-5	-2	-8	-1
15	O=C(Nc1ccncc1)c1cccc2ccccc12	-4	-1	6	0	-2	-6	11	0	-2
9	CC1CN(CC(=O)NCc2ccc(F)cc2)CC(C)O1 (stereo not given)	8	1	8	10	1	3	-2	0	11
5	CCOc1ccc(CN(C)C(=O)c2ccc(=O)[nH]c2)cc1	-3	0	8	-2	2	-4	-5	-7	-4
18	O=C(COC(=O)c1ccc2c(c1)OCO2)NC1CCCCC1	-15	2	6	2	-2	-6	-7	-2	-1
25	CCCCOc1ccc(C(=O)OC2CC(C)N(C)CC2C)cc1 (stereo not given)	10	-1	15	-1	-6	-7	-3	13	-7
7	O=c1c2ccccc2n(CC(O)CN2CCCCC2)c2ccccc12 (stereo not given)	-4	-35	-383	-18	0	-12	-2	-6	17
13	Cc1ccc(-n2c(C)cc(C(=O)COC(=O)c3c(C)noc3C)c2C)cc1	10	1	16	68*	-6	45	1	52*	44
12	CCOC(=O)N1CCN(CC(=O)N2c3ccccc3Sc3ccccc32)CC1	5	0	4	2	-2	-4	-1	-7	-11
16	CC1CCN(S(=O)(=O)N2CCC(C(=O)NCc3ccc4c(c3)OCO4)CC2)CC1	-6	1	11	-8	0	-16	-14	-3	-9
19	COc1ccc(C(CNC(=O)C(CCSC)NC(=O)c2ccccc2OC)N2CCCCC2)cc1 (stereo not given)	12	-20	-20	-10	0	1	-5	-1	-9

# Returning to the listing, starting two compounds before the break.
cpd	SMILES	UBC13 polyUb	SENP1 inh	SENP8 block-2	SENP6 block	MIN6 prolif	SENP8 block-1	HKDC1 inhibitor	SENP7 inh	PfG6PD inh
24	O=C(O)CCc1ccc(-c2cccs2)n1CC1CCCO1 (stereo not given)	-3	-126	-297	-1	0	2	-1	13	0
25	CCCCOc1ccc(C(=O)OC2CC(C)N(C)CC2C)cc1 (stereo not given)	10	-1	15	-1	-6	-7	-3	13	-7
26	CSc1c[n+]2c(n1C)CCC2	3	3	6	-19	0	9	7	0	-5
27	O=C(COC(=O)c1ccc[nH]c1=O)NCCCc1ccccc1	1	1	-79	-5	-3	-1	-5	2	-1
28	CC1CCN(C(=O)COC(=O)C23CC4CC(CC(O)(C4)C2)C3)CC1	-1	0	4	-10	2	7	-6	-5	1
29	COc1ccc(C(=O)Nc2ccccc2C(=O)N/N=C/c2ccncc2)cc1OC	-4	1	-59	-4	-4	-12	3	-6	-1
30	CCc1ccccc1N1CCN(S(=O)(=O)c2ccc(F)c(C)c2)CC1	-6	-2	-2	-6	-6	4	5	-7	5
31	COCCN(C(=O)c1ccccc1OC)c1nnc(C)s1	11	0	4	-20	0	10	-6	6	-17
32	CNc1c(N)c(=O)oc2ccccc12	2	-1	-4	10	2	-9	-20	-9	6
33	CCN1C(=O)S/C(=C/c2ccc(Sc3nc4ccccc4[nH]3)o2)C1=O	-1	-37	-111	-9	-4	-3	11	0	9
34	Cc1cc2nc(-c3ccccn3)c(-c3ccccn3)nc2cc1C	-14	2	-29	5	-5	-7	x	3	x
35	COc1ccc(-c2oc3c4c(cc(OC)c3c(=O)c2CC=C(C)C)OC(C)(C)C=C4)c(OC)c1	-10	x	x	2	-6	6	x	2	x
36	Cc1ccc(S(=O)(=O)NNC(=O)Nc2ccc(Cl)cc2)cc1	2	1	10	-10	-1	-7	0	9	-21
37	Cc1ccc(NC(=O)CSc2n[nH]c(N)n2)cc1S(=O)(=O)N1CCOCC1	8	0	10	-6	-2	3	-9	3	-4
38	O=C(NCCc1ccc(Cl)cc1Cl)c1cc([N+](=O)[O-])c[nH]c1=O	-4	-3	9	36	-6	5	8	-3	9
39	COc1cc(OC)cc(C(=O)NC(C(=O)Nc2ccc3c(c2)CCC3)C(C)C)c1 (stereo not given)	-2	0	16	0	-6	2	0	-3	0
40	COc1ccc(C)cc1-n1nnnc1SCC1CCCO1 (stereo not given)	7	2	22	-10	1	8	2	6	-19
41	Fc1ccc(/C=N/NC(=S)Nc2ccc(Cl)cc2)cc1F	4	3	7	-15	0	-18	2	-4	-12
42	CC(=O)n1c2c(c3ccccc31)OC(N)=C(C#N)C2c1ccc(C(C)C)cc1 (stereo not given)	-12	-4	-110	-7	-3	-2	9	-17	18
43	Cc1cc(/C(=N/O)C(C)(C)NO)ccc1Cl	-2	1	6	-11	0	-16	3	-8	-4
44	CCCNC(=O)c1ccc2c(=O)n3c(-c4ccc(C)cc4)csc3nc2c1	-9	-13	i	-7	-4	0	16	16	8
45	Cn1cccc1CC(=O)N/N=C/c1ccc([N+](=O)[O-])cc1	-15	3	30	-2	-1	0	3	4	8
46	COc1cccc(NC(=O)CN(C)C(=O)c2cc(S(=O)(=O)N3CCCCC3)ccc2Cl)c1	4	0	3	-5	3	9	-4	-4	-4
47	Nc1cc(OC(=O)c2c(F)cccc2Cl)nn1S(=O)(=O)c1ccccc1	-2	4	15	-36	-3	-8	8	-9	-1
48	CC1(C)CC(=O)C(C2C3=C(CC(C)(C)CC3=O)Oc3ccccc32)C(=O)C1 (stereo not given)	-1	0	18	-3	-1	6	-2	1	-13
49	O=C(CN(c1ccc(F)cc1)S(=O)(=O)c1ccc2c(c1)OCCO2)N1CCOCC1	-6	0	30	3	3	-2	-5	-7	5
50	O=C(COC(=O)Cc1c[nH]c2ccccc12)Nc1ccccc1	-5	5	11	-6	0	-14	8	-10	10
51	COc1ccc(NCc2nnc(SCc3ccc(Cl)cc3)n2-c2ccccc2)cc1	3	-1	34	-10	-3	-3	6	-4	5
52	Cc1ccc(C(=O)NCC(=O)N2CCc3ccccc3C2)cc1C	-1	-1	4	-12	-2	-2	2	-2	-2
53	COc1cc(C(=O)NCCc2ccc(S(N)(=O)=O)cc2)ccc1OCc1c(C)noc1C	0	2	8	-11	-1	6	-3	-2	-2
54	O=C(CSc1nc2c(c(=O)[nH]1)CCC2)Nc1cccc(Cl)c1	8	1	6	-5	-3	2	1	-1	-17
55	Cc1ccc(S(=O)(=O)N(C)C)cc1NC(=O)C(C)NC(C)c1cccs1 (stereo not given)	2	0	9	2	1	-10	0	-11	-13
56	O=C(NCCCN1CCN(c2cccc(Cl)c2)CC1)c1nc(-c2ccncc2)no1	6	0	17	0	2	-4	-2	6	-5
57	O=C(CNC(=O)[C@@H]1Cc2ccccc2CN1)NC1CCCC1	-1	0	7	10	1	-4	-3	2	13
